Tau fluor counter: counter-screen for tau fibril formation inhibitors | tau K18 P301L Alexa594 fluorescence, heparin fibrillization | Potency, µM (titrated, usually from 57.7 µM), for the others: at the top dose activity change, negative = decrease | 280,000 tested, 0.93% active | AID 1463; note: % is set by controls: 0 for no effect and ±100 for the full control effect; nearly all actives have a fitted effect of over 55% in size
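Human K18 P301L tau (15 uM unlabeled plus 0.24 uM Alexa 594-labeled, final) in 100 mM sodium acetate pH 7 was mixed with compound and 20 uM heparin and incubated 6 hr at 37 C.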
Tau fibril FP: blocks human tau fibril formation measured by polarization; P10636; K18 P301L tau heparin fibrillization, Alexa594 FP, 6 h; Potency, µM (titrated, usually from 57.7 µM), without a hit: at the top dose activity, negative = inhibition, most hits filed as inhibitors; 280,000 tested, 0.39% active; AID 1468; note: % is set by controls: 0 for no effect and ±100 for the full control effect; nearly all actives have a fitted effect of over 55% in size
Target sequence (P10636 561-689 P618L limits assumed): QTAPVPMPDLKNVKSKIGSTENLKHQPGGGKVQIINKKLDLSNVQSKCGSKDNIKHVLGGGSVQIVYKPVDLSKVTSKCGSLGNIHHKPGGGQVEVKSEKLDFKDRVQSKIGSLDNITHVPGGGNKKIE
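Human K18 P301L fragment (15 uM unlabeled plus 0.24 uM Alexa 594-labeled) in 100 mM sodium acetate pH 7 with compound, aggregation induced by 20 uM heparin for 6 hr at 37 C. ThT (30 uM) added for 1 hr, then Alexa 594 FP read.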
ALDH1A1 inh: blocks purified human ALDH1A1 activity | Purified ALDH1A1, NADH fluorescence, propionaldehyde substrate | Potency, µM (top dose mostly 75.3 µM), inactives show top-dose activity, negative = inhibition, usual class: inhibitors | P00352 | 220,000 tested, 7.3% active; active = well fitted inhibition curve with a large enough effect, not every such curve was filed as active; inconclusive = small, poorly fitted or top-dose-only effect, or another doubt; inactive = no such curve, though single readings can be large or run the other way;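 note: plate controls were no enzyme wells and a reference inhibitor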
Target sequence (P00352 whole entry, looked up): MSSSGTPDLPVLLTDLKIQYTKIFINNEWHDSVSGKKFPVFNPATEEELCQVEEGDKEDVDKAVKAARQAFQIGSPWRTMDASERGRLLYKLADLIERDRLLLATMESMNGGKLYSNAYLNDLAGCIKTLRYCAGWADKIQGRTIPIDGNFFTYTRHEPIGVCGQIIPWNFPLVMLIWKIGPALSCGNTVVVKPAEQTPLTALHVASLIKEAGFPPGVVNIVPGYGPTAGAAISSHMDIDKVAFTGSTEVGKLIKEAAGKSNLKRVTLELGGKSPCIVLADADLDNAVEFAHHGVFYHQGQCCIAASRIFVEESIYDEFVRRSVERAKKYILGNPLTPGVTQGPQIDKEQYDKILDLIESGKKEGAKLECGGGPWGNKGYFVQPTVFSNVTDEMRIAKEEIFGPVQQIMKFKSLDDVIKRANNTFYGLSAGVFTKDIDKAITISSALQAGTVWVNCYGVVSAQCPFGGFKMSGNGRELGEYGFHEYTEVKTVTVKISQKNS
HTT aggregate: mutant huntingtin aggregation inhibition | PC12 HttQ103-GFP aggregates, Acumen cytometry, 40 h | Potency, µM (series often up to 46.1 µM), without a hit: top-dose activity change, negative = inhibition, usual class: inhibitors | 220,000 tested, 1.1% active; note: % is set by controls: 0 for no effect and ±100 for the full control effect; nearly all actives have a fitted effect of over 60% in size
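Inducible Q103 Huntingtin exon 1–GFP PC12 line, 1500 cells/well in phenol red free DMEM with 5% equine and 5% calf serum. Tebufenozide 100 nM induced expression; compounds titrated; aggregates quantified by cytometry.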
JMJD2E inh: JMJD2E (human) inhibition | AID 2147 | JMJD2E catalytic domain, FDH-coupled NADH fluorescence (FDH is formaldehyde dehydrogenase) | B2RXH2 | Potency, µM (titrated, usually from 57.1 µM), without a hit: at the top dose activity change, negative = inhibition, usual class: inhibitors | 230,000 tested, 1.6% active; active = well fitted inhibition curve with a large enough effect, not every such curve was filed as active; inconclusive = small, poorly fitted or top-dose-only effect, or another doubt; inactive = no such curve, though single readings can be large or run the other way;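 note: 0% = wells with enzyme and -100% = buffer wells without enzyme; nearly all actives have a fitted effect of over 50% in size; many of its hits are not listed in these tables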
Target sequence (B2RXH2 1-337 limits assumed): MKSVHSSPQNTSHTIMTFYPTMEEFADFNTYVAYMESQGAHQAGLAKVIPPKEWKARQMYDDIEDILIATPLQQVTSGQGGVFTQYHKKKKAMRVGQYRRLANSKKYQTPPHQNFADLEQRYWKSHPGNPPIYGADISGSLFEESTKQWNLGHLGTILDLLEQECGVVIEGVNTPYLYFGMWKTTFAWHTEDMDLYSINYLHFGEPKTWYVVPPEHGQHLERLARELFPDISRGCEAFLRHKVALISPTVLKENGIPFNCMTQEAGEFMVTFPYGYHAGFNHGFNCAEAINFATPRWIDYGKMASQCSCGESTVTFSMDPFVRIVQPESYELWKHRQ
Tau ThT inhib: tau fibrillization inhibition (ThT binding); P10636; recombinant tau K18 P301L (four-repeat tau fragment), heparin-induced fibrillization, ThT fluorescence; Potency, µM (doses to about 57.4 µM), for inactives: at the top dose activity, negative = inhibition, actives largely listed as inhibitors; 270,000 tested, 2.1% active; AID 1460; note: % is set by controls: 0 for no effect and ±100 for the full control effect; nearly all actives have a fitted effect of over 55% in size
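Recombinant human tau K18 fragment […] carrying P301L, 15 uM unlabeled plus 0.24 uM Alexa 594-labeled, was fibrillized with 20 uM heparin in 100 mM sodium acetate pH 7 for 6 hr at 37 C; 30 uM ThT fluorescence read after 1 hr.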
SMN2 splice enh: enhancers of SMN2 splice variant expression | HEK293 SMN2-luciferase splicing reporter, luminescence, 30-36 h | Potency, µM (doses to about 46.1 µM), inactives show at the highest dose activity change, positive = activation, usual class: activators | 210,000 tested, 2.8% active; note: % of control where 0% means no effect; nearly all actives have a fitted effect of over 55% in size
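HEK293 cells carry an SMN2 […]–luciferase reporter in which exon 7 inclusion puts luciferase in frame. Cells were plated 10-12 h before compound addition, then incubated 30-36 h at 37C. ONE-Glo luminescence was read; sodium butyrate at 4.5 mM final served as control.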
HTT cytoprotect: protects HTT-Q103 PC12 cells, measured by ATP | PC12 HTT-Q103 induced, cytoprotection, ATP luminescence, 40 h | 230,000 tested, 0.14% active | Potency, µM (doses to about 56.4 µM), inactives show cytoprotection (ATP increase), most hits filed as activators;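 note: % of control where 0% means no effect; nearly all actives have a fitted effect of over 45% in size; toxic huntingtin expression switched on by the ecdysone agonist tebufenozide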
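Compounds were screened for protection of PC12 cells against cell death after tebufenozide induction (100 nM final) of mutant Huntingtin exon 1 (Q103) fused to GFP.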
* = called active by the depositor; ? = inconclusive; nt = not tested or not shown; [ ] = dose if it differs, or a comment. Unless noted, calls come from the whole dose curve; as a rule, active = well fitted curve in the direction sought with a large enough effect; inconclusive = small, poorly fitted or top-dose-only effect, or another doubt; inactive = no such curve, though single readings can be large; an effect the other way counts as inactive or inconclusive. Potency is the fitted concentration of half-maximal effect. This is a subset; rates above refer to the full screens.

SMILES	Tau fluor counter	Tau fibril FP	ALDH1A1 inh	HTT aggregate	JMJD2E inh	Tau ThT inhib	SMN2 splice enh	HTT cytoprotect
O=C(C1=C(O)C(=O)N(CCN2CCOCC2)C1c1ccncc1)c1ccco1 (stereo unspecified)	-6%	-3%	?	18%	-19%	-15%	12%	-3%
CCCCC(=O)Nc1ccc(C(=O)NCCc2ccccc2)cc1	-11%	-1%	19%	-4%	0%	?	?	22%[10 µM]
Cc1cccc(-c2n[nH]c(=S)n2/N=C/c2ccc(C)o2)c1	-11%	11%	?	17%	-21%	-11%	15%	nt
C=CCSc1ncccc1C(=O)O	3%	-2%	-4%	5%	-13%	-1%	-5%	9%[0.074 µM]
CCOC(=O)c1cccc(NC(=O)CSc2nc3cc4ccccc4cc3[nH]2)c1	?	?	nt	nt	nt	?	?	nt
COc1ccc(NC(=O)N[C@@H](Cc2ccccc2)C(=O)NN)cc1	-7%	9%	nt	0%[9.22 µM]	-1%	nt	nt	5%[10 µM]
CCOC(=O)c1c(NC(=O)Nc2cccc(Cl)c2)sc(C)c1C	?	4%	?	0%	?	-4%	8%	-33%
CCC(c1nnnn1CCc1ccccc1)N(Cc1ccco1)Cc1cc2cccc(C)c2[nH]c1=O (stereo unspecified)	-9%	6%	?	-38%	-28%	?	6%	-26%
O=C(c1ccc2c(c1)OCO2)N1CCC2(CC1)Oc1ccc(F)cc1C(=O)C21CC(c2ccccc2)=NO1 (stereo unspecified)	0%	-3%	nt	0%[9.22 µM]	-2%	-6%	nt	14%[10 µM]
O=C(Nc1nnc(C2CC2)o1)c1ccc(S(=O)(=O)N2CCCc3ccccc32)cc1	-8%	9%	-2%	11µM*	?	-3%	-53%[inhibitor]	-17%
COc1ccc(-n2cc(CNC3CCN(C)CC3)c(-c3cccc(F)c3)n2)cc1	-14%	-13%	?	?	?	2%	nt	-141%[inhibitor]
COC(=O)c1cc(Br)ccc1NC(=O)Nc1ccccc1	18%	4%	?	-14%	3%	12%	-13%	-2%[10 µM]
O=C(O)c1cc(CN2CCOCC2)oc1-c1ccccc1	5%	3%	7%	5%	-27%	-8%	17%	3%
Clc1ccc(-c2c[n+](Cc3ccc(Cl)c(Cl)c3)c3n2CCC3)cc1	-1%	0%	10%	15%	6%	-5%	-25%	-13%[1.9 µM]
COC(=O)/C=C1\N/C(=N\c2nc(C)cc(C)n2)N(c2ccccc2)C1=O	-14%	-8%	1%	24%[9.22 µM]	1%	?	nt	23%[10 µM]
CCCCn1c(CNC(=O)C23CC4CC(CC(C4)C2)C3)nnc1SCC(=O)Nc1ccc(C)cc1	-19%	5%	nt	nt	nt	-8%	6%	nt
Cc1cnc(C(=O)OCC(=O)Nc2cccc(Cl)c2)cn1	5%	-1%	-3%	6%	-3%	3%	0%	-19%
N#CC1=C(N)Oc2cc(O)c(C=Nc3ccccc3)cc2C1c1ccccc1 (stereo unspecified)	-27%	?	?	1.6µM*	?	?	-34%[inhibitor]	7%[1.9 µM]
COc1ccc(N2CCN(c3cc(C)c4ccc(O)cc4n3)CC2)cc1	-12%	13%	1%	-1%	?	?	16%	-7%[10 µM]
CCc1nn(CC(=O)NCc2ccccc2Cl)c(=O)c2cc3ccccc3n12	-5%	-3%	nt	nt	nt	-3%	-1%	nt
CN1C=CC=C/C1=C1\SC(=S)N(CC(=O)O)C1=O	-4%	-10%	?	9%[9.22 µM]	?	?	nt	23%[10 µM]
Cc1cc(/C=C(\C#N)C(=O)OCC(=O)Nc2ccc(OC(F)F)cc2)c(C)n1CC(C)C	?	?	?	-2%	1%	-9%	16%	-18%[1.9 µM]
COc1cccc(N2CCN(C3CC(=O)N(c4cccc(Cl)c4)C3=O)CC2)c1 (stereo unspecified)	-13%	-6%	?	2%	5%	-10%	-17%	-22%
CCCC(=O)n1nc(-c2ccccc2)nc1SC	-2%	0%	-3%	2%	4%	-14%	23%	3%[10 µM]
Cc1cccc(CSc2ncc(Cl)c(C(=O)Nc3sc4c(c3C(N)=O)CCCC4)n2)c1	-5%	-3%	nt	nt	nt	?	4%	nt
COc1cc2[nH]c(=O)n(CCCCCC(=O)N3CCN(c4ccc(Cl)cc4)CC3)c(=O)c2cc1OC	-26%	-14%	nt	nt	nt	?	-6%	nt
COc1ccc(Cl)cc1NC(=O)c1sc2nc3c(cc2c1N)CN(C)CC3	10µM*[quencher]	-4%	nt	nt	nt	?	10%	nt
O=C(O)CCCC(=O)Nc1nc(-c2ccc(F)cc2)cs1	2%	2%	-2%	1%	0%	10%	3%	2%[1.9 µM]
CC(C)(C)N(Cc1ccccc1)C(=O)CSc1nnc(CNc2ccc(F)cc2)o1	-28%	3%	-7%	?	-2%	?	-29%	13%[10 µM]
Cc1cccc(C(=O)NN2C(=O)C3C(c4ccccc4)C=CC(c4ccccc4)C3C2=O)c1 (stereo unspecified)	-26%	-9%	2%	1%	-1%	-2%	?	5%
O=C(CCN1C(=O)c2ccccc2C1=O)Nc1sc2c(c1C(=O)NCC1CCCO1)CCC2 (stereo unspecified)	-10%	15%	?	-4%	2%	-6%	-13%	2%[10 µM]
CCCCN1C(=O)/C(=C2/C=CC=CN2C)SC1=S	-10%	3%	22µM*	-3%	-12%	?	15%	-34%
O=S(=O)(Nc1ccccc1)c1ccc(F)cc1	-5%	-5%	5%	-17%	3%	1%	-11%	7%
CCCN(CC1CC1)C(=O)CSc1nnc(-c2cc(-c3cccs3)nc3ccccc23)o1	-28%	-15%	?	10%	?	-2%	-28%	-3%
Cc1ccc(S(=O)(=O)N(C)CC(=O)O/N=C(\N)c2ccc([N+](=O)[O-])cc2)cc1	?	17%	11%	3%[9.22 µM]	-6%	?	-9%	1%
CCOC(=O)c1c(-c2ccccc2)oc2ccc(O)c(CN3CCCC3)c12	-16%	6%	-12%	-20%	1%	-9%	-1%	-29%
O=C(COC(=O)c1ncc(Cl)c(Cl)c1Cl)c1ccc(Cl)s1	-4%	2%	?	7%	-2%	-2%	17%	nt
CCOC(=O)c1c(-c2ccc(C)o2)csc1NC(=O)CN(C)CC(=O)Nc1ccc(C)cc1	-8%	-6%	?	0%[9.22 µM]	-8%	?	-4%	-2%
COc1ccc(-c2cc(C(F)(F)F)nc(S(=O)(=O)CCCC(=O)Nc3cc(C)on3)n2)cc1OC	8%	7%	-3%	?	?	3%	?	-171%[inhibitor]
COc1ccccc1OCCn1cc(C(=O)c2cccs2)c2ccccc21	?	?	nt	nt	nt	-4%	-30%[inhibitor]	nt

Quoted from the listing:
In HTT aggregate, CN1C=CC=C/C1=C1\SC(=S)N(CC(=O)O)C1=O has the entry 9%[9.22 µM]
In SMN2 splice enh, Cc1cccc(CSc2ncc(Cl)c(C(=O)Nc3sc4c(c3C(N)=O)CCCC4)n2)c1 has the entry 4%
In HTT cytoprotect, COc1ccc(-c2cc(C(F)(F)F)nc(S(=O)(=O)CCCC(=O)Nc3cc(C)on3)n2)cc1OC has the entry -171%[inhibitor]
In Tau fibril FP, CCCC(=O)n1nc(-c2ccccc2)nc1SC has the entry 0%
In ALDH1A1 inh, O=C(O)CCCC(=O)Nc1nc(-c2ccc(F)cc2)cs1 has the entry -2%
In Tau fibril FP, COc1ccc(Cl)cc1NC(=O)c1sc2nc3c(cc2c1N)CN(C)CC3 has the entry -4%
In Tau fibril FP, CCOC(=O)c1c(-c2ccccc2)oc2ccc(O)c(CN3CCCC3)c12 has the entry 6%

Random excerpt: 2 entries already listed.
SMILES	Tau fluor counter	Tau fibril FP	ALDH1A1 inh	HTT aggregate	JMJD2E inh	Tau ThT inhib	SMN2 splice enh	HTT cytoprotect
CCOC(=O)c1c(-c2ccc(C)o2)csc1NC(=O)CN(C)CC(=O)Nc1ccc(C)cc1	-8%	-6%	?	0%[9.22 µM]	-8%	?	-4%	-2%
Cc1cccc(C(=O)NN2C(=O)C3C(c4ccccc4)C=CC(c4ccccc4)C3C2=O)c1 (stereo unspecified)	-26%	-9%	2%	1%	-1%	-2%	?	5%

Other records follow.
SMILES	Tau fluor counter	Tau fibril FP	ALDH1A1 inh	HTT aggregate	JMJD2E inh	Tau ThT inhib	SMN2 splice enh	HTT cytoprotect
CCC(=O)N1CCc2cc(Br)cc(S(=O)(=O)CCC(=O)N3CCN(c4ccc(F)cc4)CC3)c21	-14%	0%	nt	nt	nt	-11%	10%	nt
Cc1ccc(S(=O)(=O)CNC(=O)c2ccccc2)cc1	-1%	2%	?	2%	-11%	-14%	17%	-11%
N#Cc1c(N2CCOCC2)nsc1-c1ccccc1	-15%	5%	-6%	-5%[9.22 µM]	-25%	-19%	nt	10%[10 µM]
O=C(CN1CCCCCC1)Nc1ccc(Oc2ccccc2)cc1	-10%	2%	?	1%	-5%	-8%	-14%	-31%[inhibitor]
O=C(COc1ccc(S(=O)(=O)N2CCOCC2)cc1)Nc1ccc(Cl)c(C(F)(F)F)c1	?	?	-9%	?	0%	7%	-13%	-38%
CCCn1c(CNC(=O)c2cccs2)nc2ccccc21	-9%	-7%	4%	-5%	-4%	-10%	-7%	1%
COc1ccc(C(=O)c2coc3ccc(O)c(CN4CCCC4)c23)cc1	-8%	9%	-3%	-1%	6%	-14%	10%	-35%
COc1ccc(-c2ccnc(SCC(=O)Nc3ccccn3)n2)cc1	-8%	-1%	?	14%	?	8%	-33%[inhibitor]	5%[10 µM]
CN(CC(=O)Nc1ccc(S(=O)(=O)N2CCCC2)cc1)Cc1ccc(Cl)c(Cl)c1	-24%	-6%	20µM*	?	-7%	-6%	3%	24%[10 µM]
Cc1ccccc1CN1CCSc2sccc2C1=O	-3%	4%	6%	-8%	-1%	-8%	14%	29%[10 µM]
Cc1ccc(N2CCN(CC3CC=CCC3)CC2)cc1 (stereo unspecified)	-6%	6%	-2%	5%	-4%	-14%	-2%	4%
O=C(NCCN1CCCCC1)c1cc2ccccc2[nH]1	-4%	-2%	3%	1%	?	1%	-4%	-9%[0.074 µM]
COc1ccccc1OCc1ccc(C(=O)NN)cc1	-5%	-5%	14µM*	-17%	61%[activator]	?	-13%	-17%

High-throughput results deposited in PubChem BioAssay by National Center for Advancing Translational Sciences (NCATS).
